Assay outcomes: PubChem BioAssay, Fisher Drug Discovery Resource Center
mcGAS inh = blocks mouse cGAS activity | hit rate 0.15% among 160,000 | inhibition, % at 12.5 µM | Q8C6L5 | AID 1259399 | recombinant cGAS, Kinase-Glo ATP depletion luminescence;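 note: 0% = negative control wells and 100% = reference inhibitor with no enzyme activity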
hcGAS inh = inhibitors of human cGAS. Q8N884. recombinant h-cGAS, ATP depletion, Kinase-Glo luminescence. inhibition, % at 12.5 µM. hit rate 0.081% among 290,000;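 note: 0% = vehicle reaction and 100% = reaction without DNA for no activity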
Target sequence (Q8N884 whole entry, looked up): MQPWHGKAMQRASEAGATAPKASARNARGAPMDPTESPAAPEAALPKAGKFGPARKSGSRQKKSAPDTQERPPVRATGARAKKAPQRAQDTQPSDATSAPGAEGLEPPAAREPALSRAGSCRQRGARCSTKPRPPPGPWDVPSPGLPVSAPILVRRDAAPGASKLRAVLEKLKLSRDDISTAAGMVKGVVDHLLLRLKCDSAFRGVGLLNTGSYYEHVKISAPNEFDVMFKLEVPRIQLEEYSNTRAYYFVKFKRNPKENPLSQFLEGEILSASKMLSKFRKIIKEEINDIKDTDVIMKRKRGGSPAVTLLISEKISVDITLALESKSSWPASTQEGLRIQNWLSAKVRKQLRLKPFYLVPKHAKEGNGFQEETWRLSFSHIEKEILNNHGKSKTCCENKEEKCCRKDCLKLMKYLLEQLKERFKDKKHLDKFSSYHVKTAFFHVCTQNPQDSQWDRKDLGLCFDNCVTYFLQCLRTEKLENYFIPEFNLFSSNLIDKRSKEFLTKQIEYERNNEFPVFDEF
NPYLR7 ag = activates Aedes aegypti NPYLR7 receptor; HEK293T NPYLR7/Galpha15, GCaMP6s calcium fluorescence; activation, % at 10 µM; hit rate 0.15% among 270,000; in the data active = activation above about 40%;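 note: 0% = vehicle and 100% = reference agonist at the receptor; some compounds past the cut are filed as inactive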
Starred values were filed as active, the others as inactive; x = not tested or not shown; & = joins results of further samples. Cut-off read from the data, not from the text of the source, unless noted: active = inhibition above about 40%; inactive = the rest. The order is random; 0.29% or so of the library scored in one or more.

SMILES | mcGAS inh | hcGAS inh | NPYLR7 ag
CCCCCCC(=O)Nc1cccc(C2SCC(=O)N2c2ccccc2OCC)c1 (stereo not given) | -3 | 0 | 4
CC(C)(C)c1nn2cnnc2n(/N=C\c2ccc(F)cc2)c1=O | x | -6 | 1
COc1cc(=O)n(-c2ccccc2)nc1C(=O)N1CCC2(CC1)OCCO2 | x | -8 | 3
COc1ccc2c(c1)SC(C)C(=O)N2Cc1ccc2c(c1)OCO2 (stereo not given) | x | -2 | 8
Cc1cccc2sc(N(CCCn3ccnc3)C(=O)c3ccc(F)cc3)nc12 | -8 | -9 | -11
COc1ccc(CC(CC(=O)N2CCC3(CC2)C(=O)NCN3c2ccccc2)C(=O)N2CCC3(CC2)C(=O)NCN3c2ccccc2)cc1 (stereo not given) | -6 | -4 | -6
COc1ccc(S(=O)(=O)N2CCN(c3ccc(F)cc3)CC2)cc1 | x | -7 | 5
Cc1nc(OCc2cc3c(cc2Br)OCCO3)c2ccccc2n1 | x | -6 | 8
Cc1nn(-c2cccc(Cl)c2)c(Cl)c1CNCCNS(C)(=O)=O | x | 1 | -2
CC(=O)N1CCN(C(=O)c2cc(-c3ccccc3)nc3cc(C(C)(C)C)nn23)CC1 | -10 | -6 | 9
CCNC(=S)N1CCn2cccc2C1c1ccc(F)cc1 (stereo not given) | x | 0 | 0
O=C(Nc1cc(-c2ccc(Cl)cc2)nn1-c1cc(Cl)ccc1Cl)c1ccc(OC(F)(F)F)cc1 | -4 | 0 | 12
COc1ccc(-c2cc(C(=O)N3CCN(c4cccc(C(F)(F)F)c4)CC3)n(-c3ccccc3Cl)n2)c(OC)c1 | -5 | -4 | 5
CNc1nc(-c2cccc(C(=O)N(C)C)c2)cn2ccnc12 | x | 12 | -3
O=C(CN1CCC(c2ccccc2)CC1)N1CC(c2cccnc2)C1 | x | -4 | 2
C=C(C)Cn1c(C)nc2ccccc21 | x | -12 | 4
COC(=O)c1c(C)c(C(=O)C(C)N(C)S(=O)(=O)c2ccc(Br)cc2)c(C)n1C (stereo not given) | -7 | -14 | x
CCCCn1c2c(c(=O)n(C)c1=O)C(CC(=O)NCc1ccc(C)cc1)C(=O)N2 (stereo not given) | x | 9 | -7
O=C(O)C1CC(=O)N(Cc2ccco2)C1 (stereo not given) | -5 | -3 | 16
CC(=O)Nc1ccc(SCC2CCCO2)cc1 (stereo not given) | x | -12 | 13

2 of the compounds above, as comma-separated lines.
Molecule,mcGAS inh,hcGAS inh,NPYLR7 ag
CC(=O)Nc1ccc(SCC2CCCO2)cc1 (stereo not given),x,-12,13
COc1cc(=O)n(-c2ccccc2)nc1C(=O)N1CCC2(CC1)OCCO2,x,-8,3

(more compounds)
SMILES | mcGAS inh | hcGAS inh | NPYLR7 ag
CC(C)NC(=O)N(Cc1ccco1)Cc1cc(NC(=O)c2ccccc2Cl)ccc1N(C)C | -5 | -7 | -6
CC(C)NC(=O)c1nnc2n1CCN(C(=O)c1ccc3sccc3c1)C2 | x | -7 | 5
COCCCN(CC(=O)N(CCc1c[nH]c2ccccc12)Cc1ccc(F)cc1)C(=O)c1cccc(OC)c1 | -5 | 0 | -1
CC(C)c1nnc(CN2CCCC3(CC2)CN(C)C(=O)O3)o1 (stereo not given) | -19 | -2 | 28
CCOC(=O)CCCC(=O)N1CCN(c2cc(S(=O)(=O)N3CCOCC3)ccc2OC)CC1 | -8 | 0 | 23
O=C(NCCC(=O)N1CCCC1)c1ccc(F)cc1OC(F)F | x | -15 | 5
O=C(CCn1c(=O)oc2ccccc21)NCCc1c[nH]c2ccc(O)cc12 | -6 | -7 | -6
Cc1cc(F)ccc1CCNC(=O)NCc1noc(C(C)(C)C)n1 | x | -5 | 2
COC(=O)CSc1nnc(C)c2cnn(-c3ccc(C)c(C)c3)c12 | -10 | -4 | -15
O=c1[nH]cnc2cc(F)ccc12 | x | -4 | 4
Nc1nc(N)nc(COC(=O)c2cc(F)ccc2Br)n1 | x | -4 | 4
COc1ccc(C(C)(C)C)cc1NC(=O)CN1CCSC1=O | x | -2 | -3
O=c1c(C=NCc2ccco2)c(NCc2ccco2)nc2ccccn12 | x | -5 | -3
Fc1ccccc1-c1n[nH]c2c1CN(Cc1ccc3nonc3c1)CC2 | x | -9 | 3
CCOC(=O)c1sc(N)c(C(N)=O)c1C | x | -9 | 1
CC(CC(=O)OC(C)(C)C)NC(=O)c1csc(-c2ncccn2)n1 (stereo not given) | x | -9 | 6
Cc1noc(C)c1C(=O)N(C)CC(=O)Nc1ccc(Cl)cc1 | x | 2 | -4
CSCCNc1nc2nonc2nc1N1CCCCCC1 | x | 1 | 9
CCOc1ccc2nc(SCC(=O)Nc3ccccc3C(N)=O)sc2c1 | 0 | -4 | -4
CO[C@H]1CN(C(C)C)C[C@@H]1NC(=O)c1cccc(NCc2ccccn2)c1C | x | -3 | 5

Some values from above:
Under NPYLR7 ag, `CCOc1ccc2nc(SCC(=O)Nc3ccccc3C(N)=O)sc2c1` has the entry -4
Under hcGAS inh, `CC(CC(=O)OC(C)(C)C)NC(=O)c1csc(-c2ncccn2)n1` (stereo not given) has the entry -9

Remaining list, next part:
SMILES | mcGAS inh | hcGAS inh | NPYLR7 ag
Cc1ccccc1-c1nc(CN2CCN(c3ncccc3C(N)=O)CC2)c(C)o1 | -2 | -7 | -2
CC1CN(c2cc(Oc3cccc(F)c3)ncn2)CCN1Cc1ccc(Cl)cc1 (stereo not given) | 2 | 10 | -6
CCOC(=O)c1ccc(Nc2cc(C)nc(-c3ccccc3O)n2)cc1 | x | -8 | -17
CC(C)COc1nc(-c2ccc(Cl)c(Cl)c2)n(-c2ccc(NC(=O)COc3ccccc3)cc2)n1 | 2 | 5 | -4
O=C(c1cnc2ccccc2c1)N1CCN(Cc2ccc(-c3noc(C4CCCC4)n3)cc2)CC1 | 0 | -2 | 0
COCCNC(=O)c1cc(NC(=O)Nc2cccc(C)c2)ccc1N1CCCC1 | -6 | -9 | 15
CC(C)CNC(=O)CSc1nc(Cl)cc(N2CCN(c3ccccc3F)CC2)n1 | -4 | -9 | 14
CC(NC(=O)C1CCN(CCOc2ccccc2)CC1)c1cccc2ccccc12 (stereo not given) | 2 | 3 | -9
Cc1cccc(C)c1NC(=O)/C=C/C1=CCCC1 | 1 | 7 | 0
CCNC(=O)N(Cc1ccc(F)cc1)Cc1cc(NC(=O)c2cccc(F)c2)ccc1N(C)C | -4 | 0 | 0
CN1CCc2cccc3c2C1Cc1ccc(O)c(O)c1-3 (stereo not given) | 10 | -7&-9&-2 | -7&4&2
CC1CCCC(NC(=O)Cn2cc([N+](=O)[O-])ccc2=O)C1C (stereo not given) | x | -5 | 6
CSCCC(=O)N1CCCC(N(C)CCc2ccccc2)C1 (stereo not given) | -7 | 3&-2 | 4&8
CC(c1ccon1)N(C)C(=O)c1ccc2nc(Cc3ccccc3F)oc2c1 (stereo not given) | -2 | 3 | 4
COc1ccc(Cl)cc1-n1c(C)c(C)n2c3c(=O)n(CC(C)=O)c(=O)n(C)c3nc12 | x | -5 | -1
NC(=O)c1cccc(C2NC(=O)CN2Cc2ccccc2)c1 (stereo not given) | x | -5 | 10
CCNC(=O)C1(C)CCCN(Cc2ccc(C(C)C)cc2)C1 (stereo not given) | 1 | -1 | -8
CC(Oc1ccc(C(C)(C)C)cc1)C(=O)N1CCNC(=O)C1 (stereo not given) | -10&-5 | -6&-8 | -2&3
COc1ccc(-c2cccc(NC(C)=O)c2)cn1 | x | -3 | 5
Cc1cc(I)cc(C(=O)O)c1C | x | 3 | 1

Structures above that contain bromine (3):
SMILES | mcGAS inh | hcGAS inh | NPYLR7 ag
Cc1nc(OCc2cc3c(cc2Br)OCCO3)c2ccccc2n1 | x | -6 | 8
COC(=O)c1c(C)c(C(=O)C(C)N(C)S(=O)(=O)c2ccc(Br)cc2)c(C)n1C (stereo not given) | -7 | -14 | x
Nc1nc(N)nc(COC(=O)c2cc(F)ccc2Br)n1 | x | -4 | 4

(further entries)
SMILES | mcGAS inh | hcGAS inh | NPYLR7 ag
CC(c1ccccc1)N(Cc1cccc(F)c1)Cc1nc(C(=O)N2CCCCC2)co1 (stereo not given) | -5 | -2 | 18
Cc1c(C)n2c3c(=O)n(C)c(=O)n(C)c3nc2n1CCN1CCC(C)CC1 | x | -3 | -5
C=CCNc1nnc(Sc2ccc(C(F)(F)F)cn2)s1 | x | -3 | 5
CCN1CCCC1CN(CC1CCN(CCOC)CC1)C(=O)c1cnc(C)cn1 (stereo not given) | x | -5 | 7
COc1ccccc1Cn1ccnc1-c1ccc(NC(C)=O)cc1 | -12 | -7 | 7
Nc1ncc(-c2cccc3ccnn23)cn1 | x | 4 | 4
Cc1cccc(NC(=O)CCc2c(C)nn(-c3nc(C)c(C)c(=O)[nH]3)c2C)c1C | x | -9 | 7
O=C(C1CCCC1)N(Cc1nccn1Cc1ccc(F)cc1)CC1CCCO1 (stereo not given) | -5 | 3 | 5
COCC1CN(C)CC12CCN(C(=O)CC1=CCCCC1)CC2 (stereo not given) | -2 | -12 | x
Cn1c(=O)c2c(SCC(=O)Nc3nccs3)nc(-c3ccc(F)cc3)nc2n(C)c1=O | x | -2 | 9
O=C(CC1CC1)NC1CCc2[nH]c3ccc(Br)cc3c2C1 (stereo not given) | -4 | -8 | 26
CN(C)c1ccc(P(=O)(OCc2ccccc2)C(O)c2ccc(Br)cc2)cc1 (stereo not given) | x | 0 | 1
Cc1ccc2nc(N(Cc3cccnc3)C(=O)c3ccco3)sc2c1 | -8 | -7 | -9
CCOC(=O)c1ccc(OC2CC3CCC(C2)N3C(=O)c2ccc(CSc3nc4ccccc4o3)cc2)cc1 (stereo not given) | 1 | 9 | -21
CC(=O)Nn1c(C)ccc1C | x | -3 | 25
CN1C(=O)C(=Cc2ccc(O)cc2)SC1=S | x | 4 | 18
O=C(Nc1ccccc1F)N1CCN(c2nc(Cc3ccccc3)nc3c2cnn3-c2ccccc2)CC1 | -7 | -3 | x
Nc1cc(=O)[nH]c(SCCSc2cc(Cl)ccc2Cl)n1 | x | 1 | -2
CCCCCCCCCCCCC[N+](C)(C)Cc1ccccc1 | x | -4&-1 | -5&-15
COc1cc(-c2nccn2CCn2cccn2)cc2c1OCO2 | -12 | -9 | 0
Clc1ccc(Cc2nc3c4c(ncn3n2)CCC4)cc1 | -7 | -5 | 5
CCCCSc1nnc(C)c(=O)[nH]1 | x | 3&-2 | -1&7
O=C(c1cccc(F)c1)N(Cc1ccc(C(F)(F)F)cc1)CC1CC(c2ccccc2Cl)=NO1 (stereo not given) | 0 | 3 | -2
O=C(NCc1nnc2n1CCC2)Nc1sc2ccccc2c1Cl | x | -9 | 12
CCc1ccc(NC(=O)N2CCC3(CC2)SCCN3C(=O)c2ccc(OC)cc2)cc1 | -3 | -8 | -3
CCOC(=O)C1CCCCN1CC(=O)N1N=C(c2ccc(OC)cc2)CC1c1ccccc1C (stereo not given) | 1 | -3 | -9
CCOC(=O)CSc1nnc(-c2cccc(C)c2)n1-c1cccc(C)c1 | -6 | -4 | -3
CC(C)CCN(CCC#N)Cc1ncc(Cl)n1C | x | -5 | 0
CCCc1nc(N2CCN(C(=O)c3ccc([N+](=O)[O-])cc3Cl)CC2)c2c3c(sc2n1)CCCCC3 | -5 | -3 | x
Cn1cc(S(=O)(=O)NC2CCCCC2)c(=O)n(C)c1=O | -8 | -9 | -1
Fc1ccc2c(c1)sc1nc(-c3ccc(Cl)s3)cn12 | x | -3 | 1
COCC(=O)Nc1ccc(N(C)C)c(CN(Cc2ccco2)C(=O)COC)c1 | -6 | -7 | 15

In the list so far, these contain a COOH group:
SMILES | mcGAS inh | hcGAS inh | NPYLR7 ag
O=C(O)C1CC(=O)N(Cc2ccco2)C1 (stereo not given) | -5 | -3 | 16
Cc1cc(I)cc(C(=O)O)c1C | x | 3 | 1
